Efflux pump mplx: inhibitors of Candida efflux pumps in yeast, primary screen, S. cerevisiae, Nile Red, multiplex. inhibition, % at 10 µM. S. cerevisiae Candida pump triplex. 330,000 compounds, 0.44% hits;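 active = plate passing quality check with inhibition over a set limit, or well fluorescence over plate mean plus 4 SD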;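 note: Nile Red retained in pooled yeast measured as flow cytometry median fluorescence; 0% = buffer negative control and 100% = Enniatin B positive control; higher means more Nile Red kept so more efflux inhibition; some compounds called inactive have numbers as strong as hits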
Fam108B counter: mouse Fam108B serine hydrolase inhibitors, primary screen, counter-screen for RBBP9 inhibitor project, biochemical, fluorescence polarization. inhibition, % at 9.51 µM. recombinant Fam108B, FP-Rh probe fluorescence polarization. AID 1947, 2009. 300,000 compounds, 0.33% hits;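 active = inhibition above the screen mean inhibition plus 3 SD, computed separately per campaign, cut at about 18% in these data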;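 note: inhibitors lower polarization as less probe binds the enzyme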
GLD-1 RNA inh: GLD-1/TGE RNA complex disruptors, primary screen, biochemical, fluorescence polarization | purified GLD-1 + fluorescein TGE RNA | inhibition, % at 5.96 µM | 320,000 compounds, 0.44% hits | Female germline-specific tumor suppressor gld-1 (Caenorhabditis elegans), Q17339;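 active = percent inhibition above a per-plate cutoff, the plate mean of test compounds plus 3 SD, cut at about 30% in these data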;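 note: 0% = DMSO wells with GLD-1 and probe and 100% = wells lacking GLD-1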
Target sequence (Q17339 whole entry, looked up): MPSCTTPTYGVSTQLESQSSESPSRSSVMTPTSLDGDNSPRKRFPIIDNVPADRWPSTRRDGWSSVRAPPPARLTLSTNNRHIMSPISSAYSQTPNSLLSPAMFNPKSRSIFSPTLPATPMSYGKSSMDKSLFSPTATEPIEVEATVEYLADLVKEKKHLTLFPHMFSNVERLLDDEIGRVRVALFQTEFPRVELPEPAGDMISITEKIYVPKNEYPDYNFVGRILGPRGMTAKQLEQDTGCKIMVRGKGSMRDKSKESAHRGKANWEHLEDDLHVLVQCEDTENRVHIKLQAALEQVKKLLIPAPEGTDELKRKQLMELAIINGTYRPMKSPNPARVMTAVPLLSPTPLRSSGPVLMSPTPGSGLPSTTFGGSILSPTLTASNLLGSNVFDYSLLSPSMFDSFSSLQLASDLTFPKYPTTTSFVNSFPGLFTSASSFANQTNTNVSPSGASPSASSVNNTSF
GRK2 aptamer HTS: compounds blocking aptamer binding on GRK2 – biochemical, human GRK2, bead flow cytometry, HTS, primary screen; inhibition of aptamer binding, % at 10 µM; FAM-aptamer displacement from GRK2; 330,000 compounds, 0.59% hits; Beta-adrenergic receptor kinase 1 (Homo sapiens), P25098;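 active = inhibition of aptamer binding above 40%, roughly 3 SD of noise, on plates passing a quality check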;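 note: median bead fluorescence of bound FAM aptamer so fluorescent compounds give negative values; no value below 0 was filed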
VLA-4 inh: inhibition in human VLA-4 binding assay, primary screen, VLA-4 allosteric modulator project, MLPCN library, flow cytometry, VLA-4 expressing cells. Integrin alpha-4 (Homo sapiens), P13612. ligand binding flow cytometry. inhibition, % (about 7 µM as worked out from the volumes in the protocol). 330,000 compounds, 0.2% hits; in the data active = inhibition above about 50%
PME-1 primary: PME-1 inhibitors via competitive probe labeling, primary screen, biochemical, fluorescence polarization, FP-Rh probe, HTS; inhibition, % at 5.9 µM; 320,000 compounds, 0.53% hits; AID 2130, 2009; Protein phosphatase methylesterase 1 (Homo sapiens), Q9Y570; recombinant PME-1;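 active = inhibition above the campaign mean of all compounds plus 3 SD, cut at about 26% in these data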;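 note: competitive labeling of PME-1 active site by serine hydrolase directed probe; 0% = PME-1 with DMSO and 100% = wells lacking PME-1 enzyme; inhibitors block probe labeling so polarization falls and inhibition rises; many of its hits are not listed in these tables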
MEX-5 binding: MEX-5 zinc finger RNA-binding disruptors – biochemical, C. elegans, fluorescence polarization, MLPCN library, primary screen; Zinc finger protein mex-5 (Caenorhabditis elegans), Q9XUB2; MEX-5/FITC-TCR2 RNA binding; stronger effect = lower value; activity score (negative = inhibition of binding), % at 10 µM; 300,000 compounds, 0.38% hits; AID 1832, 2009;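 active = inhibition past about -25% in most replicates, and total fluorescence under double the plate's negative control median, limit read from the data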;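 note: 0% = DMSO and -100% = 5 µM competing unlabeled TCR2 RNA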
Bcl-xL primary: inhibitors of human Bcl-xL, primary screen, biochemical, fluorescence polarization, HTS; Bcl-2-like protein 1 (Homo sapiens), Q07817; GST-Bcl-xL / FITC-Bim BH3 peptide fluorescence polarization; AID 2129, 2009; inhibition, % at 10.9 µM; 320,000 compounds, 0.7% hits;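 active = inhibition above the mean of all tested compounds plus 3 SD, cutoff set per campaign, cut at about 30% in these data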;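 note: 0% = DMSO wells and 100% = unlabeled Bim-BH3 peptide competitor; inhibitors lower millipolarization by displacing the labeled peptide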
Target sequence (Q07817 whole entry, looked up): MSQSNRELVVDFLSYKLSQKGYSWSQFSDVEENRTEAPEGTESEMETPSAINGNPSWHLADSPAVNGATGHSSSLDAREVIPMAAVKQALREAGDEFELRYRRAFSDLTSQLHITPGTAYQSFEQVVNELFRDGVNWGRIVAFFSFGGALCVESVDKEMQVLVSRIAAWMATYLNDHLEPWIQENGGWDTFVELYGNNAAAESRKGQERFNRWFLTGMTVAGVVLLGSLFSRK
MCL1-BIM inh: inhibitors of MCL1 binding to BIM-BH3, primary screen, biochemical, fluorescence polarization | Induced myeloid leukemia cell differentiation protein Mcl-1 (Homo sapiens), Q07820 | GST-MCL1 / FITC-Bim-BH3 fluorescence polarization | inhibition, % at 10.9 µM | 320,000 compounds, 0.68% hits | AID 2057, 2009;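 active = inhibition above the mean inhibition of all tested compounds plus 3 SD, set per campaign, cut at about 40% in these data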;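 note: 0% = DMSO wells and 100% = unlabeled Bim-BH3 peptide control; higher means more loss of mP so more displacement of Bim peptide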
Target sequence (Q07820 whole entry, looked up): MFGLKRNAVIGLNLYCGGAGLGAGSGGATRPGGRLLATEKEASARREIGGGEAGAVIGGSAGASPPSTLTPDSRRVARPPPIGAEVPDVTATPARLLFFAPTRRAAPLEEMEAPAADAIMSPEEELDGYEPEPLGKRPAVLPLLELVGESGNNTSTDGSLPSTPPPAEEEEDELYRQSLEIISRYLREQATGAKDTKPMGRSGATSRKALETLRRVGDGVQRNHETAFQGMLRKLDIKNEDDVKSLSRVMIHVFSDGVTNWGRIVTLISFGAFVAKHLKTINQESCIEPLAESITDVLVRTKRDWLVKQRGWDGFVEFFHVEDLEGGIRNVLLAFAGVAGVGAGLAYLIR
Active calls of the source: *; nt = no result given. This is a subset. The share of hits here may be higher or lower than overall.

SMILES | Efflux pump mplx | Fam108B counter | GLD-1 RNA inh | GRK2 aptamer HTS | VLA-4 inh | PME-1 primary | MEX-5 binding | Bcl-xL primary | MCL1-BIM inh
CCC(=O)N1CCN(c2ccc(NC(=O)c3ccc(N4CCCC4)c([N+](=O)[O-])c3)cc2)CC1 | 0.0 | -1 | 3 | 0 | 8 | -1 | 0.6 | 3 | 8
Cc1cccc(-c2c3c(nc4c2c(=O)n(C)c(=O)n4C)-c2ccccc2C3O)c1 (stereo not drawn) | -0.1 | 4 | 7 | 5 | 23 | 2 | 0.2 | 8 | -4
Cc1ccc(S(=O)(=O)NC(=O)Nc2cccc(C)n2)cc1 | -0.1 | 0 | 4 | 2 | 0 | -1 | 0.3 | -5 | -8
O=C(NNC(=O)c1nn(-c2ccc(F)cc2)ccc1=O)Nc1cccc(Cl)c1 | 0.0 | -4 | 1 | 2 | -3 | 1 | -3.1 | 2 | 2
CCCCCCOC(=O)/C=C/c1c(C)[nH]c(=O)[nH]c1=O | 0.2 | -1 | -8 | 0 | -9 | -3 | -0.5 | 1 | 2
Cc1ccc(NS(=O)(=O)c2ccc(C(=O)NCc3ccncc3)cc2)cc1 | 0.0 | -1 | 0 | 6 | 7 | 2 | -0.1 | 3 | -3
Cc1nnc(Sc2cc(C(=O)NCCCOC(C)C)c3ccccc3n2)s1 | 0.1 | 5 | 4 | 0 | -6 | -1 | 0.2 | -2 | -4
Cc1[nH][nH]c(=O)c1C(c1ccc([N+](=O)[O-])cc1)c1c(C)[nH][nH]c1=O | -0.2 | 2 | 0 | 2 | -1 | 3 | -17 | 4 | 2
COCCn1c(=NC(=O)C2COc3ccccc3O2)sc2cc(S(N)(=O)=O)ccc21 (stereo not drawn) | -0.1 | -2 | 7 | 1 | 8 | 2 | -3.2 | -5 | -2
Cn1c(C(O)c2ccc3c(c2)OCO3)nc2ccccc21 (stereo not drawn) | -0.2 | 0 | 5 | 0 | 17 | 2 | 1.5 | -1 | 2
COc1ccc(CCN=C(N)NS(=O)(=O)c2ccccc2)cc1 | 0.1 | -2 | 3 | 4 | 13 | -2 | 0.7 | 4 | 8
Cc1ccc(-c2csc(NC(=O)c3c(C)noc3C)n2)cc1C | -0.3 | nt | -3 | 0 | -27 | -8 | nt | -6 | -9
COc1ccc(NC(=O)Nc2cc(C(C)(C)C)on2)cc1OC | 0.1 | 1 | 0 | 1 | 13 | 23 | -3.4 | 6 | 4
CCCCN1C(=O)C(O)=C(C(C)=O)C1c1ccccc1[N+](=O)[O-] (stereo not drawn) | 0.0 | -1 | 8 | 3 | 8 | 1 | -0.4 | 5 | -7
Cc1nc(S(=O)(=O)c2ccc(Cl)cc2)nc2c1CCC2 | 0.2 | 2 | -3 | 3 | 5 | -4 | -2.7 | 1 | -1
Clc1ccccc1C(c1ccccc1)(c1ccccc1)n1ccnc1 | -0.2 | 32* | 9 | 3 | 9 | -14 | -0.2 | 14 | 9
CCOC(=O)NC(=O)C(=CNc1cccc(C)c1)C(=O)NC(=O)OCC | -0.1 | 1 | -5 | 0 | 4 | -1 | -1.5 | 2 | 14
CC(=O)Oc1ccc2c(c1)OC(c1ccccc1)CC21CC(C)(C)NC(=S)N1 (stereo not drawn) | 0.0 | -1 | -2 | 0 | 2 | 0 | 1.1 | -6 | -7
O=C(CCN1C(=O)COc2ccccc21)NCCCN1CCc2ccccc2C1 | 0.0 | 0 | -9 | 5 | 4 | 3 | 1.7 | 4 | 9
Cc1ccc(C)c(N2CCN(S(=O)(=O)c3ccc4c(c3)CC(=O)N4C)CC2)c1 | 0.0 | -2 | -2 | 0 | 1 | -3 | 1.9 | -16 | -27

Two compounds drawn at random from the list so far:
SMILES | Efflux pump mplx | Fam108B counter | GLD-1 RNA inh | GRK2 aptamer HTS | VLA-4 inh | PME-1 primary | MEX-5 binding | Bcl-xL primary | MCL1-BIM inh
Clc1ccccc1C(c1ccccc1)(c1ccccc1)n1ccnc1 | -0.2 | 32* | 9 | 3 | 9 | -14 | -0.2 | 14 | 9
Cc1ccc(S(=O)(=O)NC(=O)Nc2cccc(C)n2)cc1 | -0.1 | 0 | 4 | 2 | 0 | -1 | 0.3 | -5 | -8

The list goes on.
SMILES | Efflux pump mplx | Fam108B counter | GLD-1 RNA inh | GRK2 aptamer HTS | VLA-4 inh | PME-1 primary | MEX-5 binding | Bcl-xL primary | MCL1-BIM inh
CCOC(=O)c1c(C(F)(F)F)nc2ncccn12 | -0.1 | 3 | 2 | 1 | 0 | 0 | -1.0 | 7 | 11
CCOC(=O)c1c(N)sc(C(C)=O)c1C | -0.1 | 2 | 2 | 0 | 1 | 4 | 0.0 | 4 | 12
O=C(O)CCc1ccc(-c2ccc(Br)cc2)o1 | -0.1 | 0 | 1 | 1 | 8 | -4 | 2.7 | 7 | 3
O=C(Nc1ccc(OC(F)(F)F)cc1)c1[nH]ncc1[N+](=O)[O-] | -0.1 | 1 | 1 | 0 | -11 | 3 | 3.1 | -2 | 2
Cc1cccn2c(=O)c(/C=C(\C#N)S(=O)(=O)c3ccccc3)c(N3CCN(Cc4ccccc4)CC3)nc12 | 0.1 | -1 | 10 | 1 | 1 | -5 | 0.7 | 31* | 31
Cc1ccc(NC(=O)Cn2ccc([N+](=O)[O-])n2)cc1Cl | -0.1 | 2 | 2 | 2 | 17 | 4 | 0.6 | 2 | 9
CN(Cc1ccccc1)C(=O)Nc1ccccc1 | 0.2 | 5 | -5 | 0 | 10 | -6 | 1.5 | -2 | -4
C=CCn1c(-c2cccnc2)n[nH]c1=S | 0.0 | 2 | 5 | 3 | 18 | 6 | 1.3 | -12 | -7
CCOc1ccc(-n2ccc(=O)c(C(=O)Nc3ccc(S(=O)(=O)Nc4ncccn4)cc3)n2)cc1 | 0.0 | -1 | 6 | 2 | 9 | -6 | 0.0 | 4 | 7
CC(=O)Nc1cc(ON=C(C)C)cc([N+](=O)[O-])c1 | 0.1 | 2 | 0 | 1 | 18 | 5 | 1.5 | 5 | 10
CC1CCC2(CC1)NC(=S)N(c1ccccc1)N2 (stereo not drawn) | 0.1 | 2 | 9 | 7 | -4 | 3 | -0.2 | 4 | -5
O=C(CC1(CC(=O)N2CCOCC2)CCCC1)Nc1ccc(F)cc1 | 0.3 | nt | 2 | 2 | -4 | nt | nt | nt | nt
CCOc1ccc(NC2CCN(C(C)=O)CC2)cc1 | 0.0 | 1 | 8 | 8 | -21 | -12 | -0.2 | 11 | -1
O=C(c1cc(COc2ccc(F)cc2Cl)on1)N1CCCCC1c1cccnc1 (stereo not drawn) | 0.3 | -2 | 4 | 0 | 10 | -4 | -0.6 | 3 | 12
CCCCCCCC(=O)Nc1cc(C(=O)NCc2ccc(C)cc2)ccc1N1CCC2(CC1)CC(c1ccccc1)=NO2 | 0.0 | 3 | -2 | 1 | 7 | 6 | 2.9 | 3 | -2
CC1Cc2ccccc2N1C(=O)CCS(=O)(=O)c1cccc2nonc12 (stereo not drawn) | -0.2 | 3 | 1 | 1 | -1 | 3 | 2.9 | 5 | 2
CC(=O)c1ccc(OCC(=O)OC(C)C(=O)NC2CCCCC2C)cc1 (stereo not drawn) | 0.0 | nt | 4 | 3 | -3 | 1 | nt | -1 | -7
Cc1ccccc1OC(C)C(=O)NC1CCCC1 (stereo not drawn) | -0.1 | 11 | 1 | 2 | -2 | -5 | -0.1 | 4 | 1
COc1ccccc1CN(Cc1nc2ccccc2c(=O)[nH]1)C(=O)Nc1ccccc1 | 0.2 | -1 | 1 | 0 | 0 | -5 | 1.4 | -3 | 3
Cc1ccc(S(=O)(=O)N2CCCC(C(=O)Nc3ccc(NC(=O)c4ccccn4)cc3)C2)cc1 (stereo not drawn) | -0.2 | -3 | -3 | 2 | -5 | 1 | 1.2 | 3 | -6
COc1ccc(Cc2nnc(NC(=O)Nc3ccccc3)s2)cc1OC | -0.1 | -14 | -7 | 1 | 5 | -21 | 0.5 | 3 | 5
CN1C(=O)CSc2ccc(NC(=O)NCCC3=CCCCC3)cc21 | -0.1 | 0 | 1 | 1 | 10 | 7 | 2.6 | 6 | 6
Cn1c(NCCN(CCO)CCCc2ccc([N+](=O)[O-])cc2)cc(=O)n(C)c1=O | -0.1 | -1 | 3 | 2 | 38 | 2 | 0.6 | 4 | 1
COc1ccc(N2CCN(S(=O)(=O)c3ccc(Br)s3)CC2)cc1 | -0.1 | 2 | 8 | 6 | -1 | 3 | 0.7 | -3 | -5
COc1cccc(SCc2noc(C(=O)NCCCN3CCOCC3)c2C(=O)NCCCN2CCOCC2)c1 | -0.1 | 3 | 1 | 2 | -3 | 1 | -0.4 | 3 | -3
Cc1cccc(NC(=O)C2(c3cccs3)CCOCC2)n1 | -0.1 | 1 | 16 | 0 | 6 | -8 | -3.6 | 11 | 13
O=P(O)(CP(=O)(c1ccccc1)c1ccccc1)c1ccccc1O | 0.1 | -1 | 4 | 1 | 13 | 1 | -2.3 | -9 | -8
CCN(CC)CCCN1C(=O)C(=O)/C(=C(/O)c2ccccc2)C1c1cc(OC)ccc1OC (stereo not drawn) | 0.0 | 2 | 0 | 1 | 8 | 3 | -3.9 | 5 | -1
Nc1nc(N)nc(-c2ccccc2-c2nc(N)nc(N)n2)n1 | 0.1 | -1 | 1 | 0 | 17 | -8 | 0.5 | -3 | -6
CCOc1ncccc1C(=O)N1CCN(S(=O)(=O)c2ccccc2)CC1 | -0.1 | 0 | -2 | 0 | 12 | 5 | 1.4 | -6 | -5
COc1ccccc1C(=O)OCC(=O)c1cccc([N+](=O)[O-])c1 | 0.5 | -2 | 1 | 6 | 26 | 7 | -0.7 | 2 | 5
O=C(NC(=O)c1ccccc1Cl)C(=O)Nc1ccc(Cl)cc1 | -0.1 | -1 | 2 | 2 | -19 | -2 | 1.0 | 4 | 1
O=[N+]([O-])c1ccc(O)c(/C=N/n2c(CO)nc3ccccc32)c1 | 0.0 | 4 | 3 | 0 | 3 | 2 | -1.3 | 2 | 3
COc1ccc(OC)c(NC(=O)COC(=O)c2ccc(OC)c(S(=O)(=O)N3CCOCC3)c2)c1 | -0.2 | nt | 5 | 3 | 0 | 5 | nt | 1 | 1
COC(=O)Cc1n[nH]c(=S)[nH]c1=O | 0.0 | 2 | 12 | 3 | 26 | -2 | -6.9 | 14 | 16
Cc1cccc(NC(=O)/C(=C\c2cccs2)NC(=O)c2ccccc2)c1 | -0.1 | 0 | 4 | 1 | 6 | 1 | 1.3 | -2 | 1
O=C(NCCN1CCOCC1)C1CC(=O)N(c2ccc(Cl)cc2)C1 (stereo not drawn) | 0.1 | 2 | 2 | 0 | -17 | -8 | -1.9 | 6 | 7
